# Compound activity as filed in PubChem.
# HCMV antiviral: qHTS Assay for inhibitors of the human cytomegalovirus (HCMV); activity change, negative = inhibition, % at 57.5 µM; AID 1259415, 2018; 4.5% of 410,000 active; HFF cells, HCMV-luciferase reporter, 72 h; active compounds read low; in the data active = activity change below about -60%; inconclusive = no clear call, values can overlap the other calls; inactive = above about -39%
#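 HFF cells seeded 16 h at 37C, treated with compounds, infected with luciferase-reporter HCMV at MOI 1 PFU/cell; luciferase read at 72 h post infection, normalized to buffer-only and Salinomycin controls.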
# Tb PYK inh: qHTS of Trypanosoma Brucei Inhibitors | AID 624173, 2012 | TbPYK enzyme, Kinase-Glo Plus ATP luminescence, 45 min | 0.12% of 410,000 active | Potency, µM (titrated, usually from 76.8 µM), for the others: at the top dose activity, negative = inhibition, most hits filed as inhibitors | pyruvate kinase (Trypanosoma brucei), Q57TT1; also: potency is read from the fitted curve at half-maximal effect; nearly all actives have a fitted effect of over 50% in size
#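 Glycolytic pyruvate kinase of T. brucei was incubated with substrate, test compound and 130 uM ADP for 45 minutes at room temperature. Luminescent Kinase-Glo Plus signal was measured after 10 minutes.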
# AmpC detergent: qHTS Inhibitors of AmpC Beta-Lactamase (assay with detergent). P00811. AmpC hydrolysis of nitrocefin, absorbance 480 nm, 0.01% Triton. Potency, µM (doses to about 114 µM), for inactives: at the highest dose activity change, negative = inhibition, most hits filed as inhibitors. 0.041% of 370,000 active. AID 485294, 2010;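 also: potency is read from the fitted curve at half-maximal effect; 0% = no-compound wells and -100% = no-enzyme wells; nearly all actives have a fitted effect of over 25% in size; some results filed as inactive show a strong effect at the top dose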
# Target sequence (P00811 whole entry, looked up): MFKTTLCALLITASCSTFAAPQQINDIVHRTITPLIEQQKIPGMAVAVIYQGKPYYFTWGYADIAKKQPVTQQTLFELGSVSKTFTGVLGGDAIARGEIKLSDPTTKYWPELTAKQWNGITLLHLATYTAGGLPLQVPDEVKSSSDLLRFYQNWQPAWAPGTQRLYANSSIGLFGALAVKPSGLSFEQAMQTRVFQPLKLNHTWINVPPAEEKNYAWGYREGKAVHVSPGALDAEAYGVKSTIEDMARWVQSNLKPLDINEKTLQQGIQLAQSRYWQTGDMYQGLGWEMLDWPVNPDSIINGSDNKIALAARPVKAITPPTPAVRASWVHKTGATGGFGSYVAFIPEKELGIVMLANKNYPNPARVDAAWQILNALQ
#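 20 mM phosphate pH 7.0 + 0.01% (detergent screen) or 0.0001% Triton X-100; 5.3 nM AmpC reagent; cpd preinc 15 min RT; nitrocefin (800 uM stock) to start; A480 q20 s × 4 min; Activity was normalised to no-enzyme and no-compound control wells.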
# AmpC no deterg: qHTS Inhibitors of AmpC Beta-Lactamase (assay without detergent); AmpC nitrocefin hydrolysis, absorbance 480 nm, 0.0001% Triton; Potency, µM (titrated, usually from 57.1 µM), for inactives: at the top dose activity change, negative = inhibition, usual class: inhibitors; 0.52% of 330,000 active; AID 485341, 2010;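 also: potency is read from the fitted curve at half-maximal effect; plate controls were no compound for no effect and no enzyme for full effect; nearly all actives have a fitted effect of over 20% in size; some results filed as inactive show a strong effect at the top dose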
#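 AmpC (5.3 nM in the dispensed reagent) in 20 mM phosphate pH 7.0 with 0.01% (detergent screen) or 0.0001% Triton X-100 was preincubated with compounds for 15 min at room temperature. Nitrocefin was then added from an 800 uM solution, and hydrolysis was followed at 480 nm.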
# LmPK inhibitor: qHTS Assay for Inhibitors of Leishmania Mexicana Pyruvate Kinase (LmPK); Potency, µM (series often up to 57.5 µM), for inactives: at the highest dose activity change, negative = inhibition, hits mostly inhibitors; purified LmPK, Kinase-Glo ATP luminescence, 1 h; Q27686; 0.37% of 290,000 active; also: potency is read from the fitted curve at half-maximal effect
# Target sequence (Q27686 whole entry, looked up): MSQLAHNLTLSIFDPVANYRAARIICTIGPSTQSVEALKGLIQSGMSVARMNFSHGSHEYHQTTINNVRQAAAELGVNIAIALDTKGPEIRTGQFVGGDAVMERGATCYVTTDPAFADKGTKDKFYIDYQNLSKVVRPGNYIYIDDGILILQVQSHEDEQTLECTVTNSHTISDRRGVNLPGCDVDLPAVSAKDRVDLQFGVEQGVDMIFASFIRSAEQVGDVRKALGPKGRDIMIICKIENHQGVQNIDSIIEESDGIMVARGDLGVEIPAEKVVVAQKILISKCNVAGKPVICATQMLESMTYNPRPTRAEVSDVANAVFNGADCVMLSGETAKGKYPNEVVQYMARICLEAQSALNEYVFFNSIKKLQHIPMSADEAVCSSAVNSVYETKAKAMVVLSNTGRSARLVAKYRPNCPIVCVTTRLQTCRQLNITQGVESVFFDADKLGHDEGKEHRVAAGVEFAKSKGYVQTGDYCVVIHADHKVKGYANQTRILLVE
#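 Screened at intermediate enzyme activity to detect both inhibitors and activators: LmPK at 0.1 nM, with a 0.5 nM enzyme column as activation reference. PEP 0.5 mM, ADP 0.1 mM; ATP detected by luminescence after 1 h.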
# AMA1-RON2 inh: qHTS for Inhibitors of AMA1-RON; Towards Development of Antimalarial Drug Lead: Primary Screen. Plasmodium falciparum AMA1 (3D7) - RON2 peptide interaction. AlphaScreen AMA1-biotinylated RON2 peptide binding. Potency, µM (doses to about 58.2 µM), for inactives: at the highest dose activity change, negative = inhibition, actives largely listed as inhibitors. 0.2% of 360,000 active. AID 720542, 2013;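 also: potency is read from the fitted curve at half-maximal effect; 0% = vehicle wells and -100% = peptide control; nearly all actives have a fitted effect of over 45% in size; some results filed as inactive show a strong effect at the top dose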
#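 AMA1 (3D7) with his tag at 25 nM final met compounds first, then biotinylated RON2 peptide at 25 nM; detection used donor plus acceptor beads, 10 µg/mL apiece, read by AlphaScreen after 30 min at room temperature.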
# Sm TGR block: qHTS Assay for the Inhibitors of Schistosoma Mansoni Peroxiredoxins. Schistosoma mansoni thioredoxin glutathione reductase (TGR), Q962Y6. purified TGR, DTNB reduction, TNB absorbance 405 nm. Potency, µM (doses to about 114 µM), inactives show at the top dose activity change, negative = inhibition, actives largely listed as inhibitors. 3% of 360,000 active; also: potency is read from the fitted curve at half-maximal effect; nearly all actives have a fitted effect of over 60% in size
#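 First, TGR (20 nM dispensed) and NADPH were mixed with compound. Second, a 15 min room-temperature incubation followed. Third, further NADPH and then DTNB were added to start the reaction. Finally, TNB absorbance was monitored kinetically.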
# An asterisk follows results filed as active; ? = inconclusive; . = not tested or not shown; & = joins results of further samples; [ ] = remark or other dose. Unless noted, calls follow the shape of the dose curve; as a rule, active = well fitted curve in the direction sought with a large enough effect; inconclusive = small, poorly fitted or top-dose-only effect, or another doubt; inactive = no such curve, though single readings can be large; an effect the other way counts as inactive or inconclusive. Unless noted, % is scaled to controls: 0 for no effect and ±100 for the full control effect.
1) CCOc1ccccc1Nc1nc2ccccc2c2nncn12
2) CCC1SC2=NC(C)=C(C(=O)OCCOC)C(c3ccc(C(=O)OC)cc3)N2C1=O (centres undefined)
3) COc1ccc(-n2ncc3c2CC(C)(C)CC3NC(=O)C2CCN(C(C)=O)CC2)cc1 (centres undefined)
4) Cc1ccccc1NC(=O)C(=O)NCc1ccccn1
5) COc1cc(N2CCOCC2)ccc1/C=C1\C(=O)NC(=O)N(Cc2ccc3c(c2)OCO3)C1=O
6) CCOC(=O)c1ccc2c(c1)[nH]c(=S)n2CC
7) OCCC1CN(CC2CC2)CCN1Cc1ccc(F)c(F)c1 (centres undefined)
8) C=CCn1c(NCc2ccccc2OC)nc2ccccc21
9) COc1ccc(OCCNC(=O)c2ccccc2Cl)cc1
10) O=C(CN(C(=O)c1csnn1)c1ccc(Cl)cc1)NCc1ccc2c(c1)OCO2
Screen / compound no.	1	2	3	4	5	6	7	8	9	10
HCMV antiviral	6	-7	-23	-21	5	56	21	-10	-10	5
Tb PYK inh	-2%	-1%	2%	0%	?	-23%	-2%	-26%	-18%	-5%
AmpC detergent	13%	-15%	4%	3%	7%	7%	1%	-2%	-8%	3%
AmpC no deterg	.	52%	101%[activator]	-4%	-29%	-16%	-8%	-14%	-6%	-15%
LmPK inhibitor	.	1%	-8%	-4%	-11%	4%	2%	-5%	4%	-4%
AMA1-RON2 inh	.	21%	-4%	57%[activator]	-5%	62%[activator]	10%	0%	7%	4%
Sm TGR block	6%	-17%	5%	3%	?	0%	6%	1%	-3%	1%

11) O=C1Nc2ccccc2/C1=C/c1ccc([N+](=O)[O-])cc1
12) CN(Cc1ccccn1)C(=O)c1ccc2nc(Cc3cccc(Cl)c3)oc2c1
13) COC(=O)C(NC(=O)c1ccccc1)C(C)(C)SCc1ccccc1 (centres undefined)
14) CCOc1ccc(-n2cc(-c3ccccc3)c3c(NCc4ccccc4)ncnc32)cc1
15) O=C1C=C(c2ccc(Br)c3ccccc23)C[C@@H](c2ccc3c(c2)OCO3)C1
16) O=C(N/C(=C\c1cccnc1)C(=O)N1CCC(O)CC1)c1ccccc1
17) Cc1cccc(NC(=O)CSc2nc3c([nH]c4ccccc43)c(=O)n2C)c1C
18) O=C(c1ccc(NS(=O)(=O)c2ccc(F)cc2)cc1)N1CCCCC1
19) CS(=O)(=O)c1ccc2nc(NC(=O)CCN3C(=O)c4ccccc4C3=O)sc2c1
20) NC(=O)Nc1ccc(C(=O)OCC(=O)Nc2sccc2C(N)=O)cc1
Screen / compound no.	11	12	13	14	15	16	17	18	19	20
HCMV antiviral	-35	75	-19	11	-5	-7	49	-24	-27	-2
Tb PYK inh	-1%	-3%	4%	-2%	1%	-4%	-1%	-3%	-25%	-1%
AmpC detergent	-10%	4%	.	-2%	2%	?	-4%	?	-9%	1%
AmpC no deterg	-32%	108%[activator]	.	.	-2%	-7%	.	-27%	-20%	-26%
LmPK inhibitor	-2%	-12%	.	.	.	5%	.	.	-2%	.
AMA1-RON2 inh	1%	1%	-8%	.	-15%	7%	.	-5%	5%	-8%
Sm TGR block	-9%	-28%	.	8%	0%	-7%	0%	-5%	-15%	1%

# Rewritten with values under each structure: part of the list above.
# Value order – HCMV antiviral	Tb PYK inh	AmpC detergent	AmpC no deterg	LmPK inhibitor	AMA1-RON2 inh	Sm TGR block
14) CCOc1ccc(-n2cc(-c3ccccc3)c3c(NCc4ccccc4)ncnc32)cc1
    11	-2%	-2%	.	.	.	8%
15) O=C1C=C(c2ccc(Br)c3ccccc23)C[C@@H](c2ccc3c(c2)OCO3)C1
    -5	1%	2%	-2%	.	-15%	0%
16) O=C(N/C(=C\c1cccnc1)C(=O)N1CCC(O)CC1)c1ccccc1
    -7	-4%	?	-7%	5%	7%	-7%
17) Cc1cccc(NC(=O)CSc2nc3c([nH]c4ccccc43)c(=O)n2C)c1C
    49	-1%	-4%	.	.	.	0%
18) O=C(c1ccc(NS(=O)(=O)c2ccc(F)cc2)cc1)N1CCCCC1
    -24	-3%	?	-27%	.	-5%	-5%

# Going on with the list:
21) O=C(OCc1ccccc1)N1C=CCC[C@@H]1c1c(Cl)cccc1Br
22) O=[N+]([O-])c1ccccc1S(=O)(=O)N1CCN(CC2CC=CCC2)CC1 (centres undefined)
23) COc1ccccc1NCC(O)Cn1c2ccccc2c2ccccc21 (centres undefined)
24) CCOC(=O)N1CCN(Cc2nc3c(c(=O)n(C)c(=O)n3C)n2Cc2ccccc2)CC1
25) COC(=O)c1cccc(NC(=O)Cc2coc3cc(OC)ccc23)c1
26) CCOC(=O)Cn1cnc2c(nnn2-c2ccc(F)cc2)c1=O
27) COc1ccc(/C=C/c2onc(C)c2S(=O)(=O)N2CCC(C(=O)N3CCC(C)CC3)CC2)cc1
28) CNc1nc(CC(C)=O)ns1
29) COc1cccc(N2CCN(C(=O)Cn3ncc4c3-c3ccccc3OC4)CC2)c1
30) COc1ccc(N(C)C(=O)c2cc3c(s2)-c2ccccc2OC3)cc1
Screen / compound no.	21	22	23	24	25	26	27	28	29	30
HCMV antiviral	-6	?	-29	-2	?	12	?	17	-4	-5
Tb PYK inh	1%	-13%	1%	-7%	-4%	-13%	1%	-1%	2%	2%
AmpC detergent	.	4%	-10%	?	-3%	?	2%&8%	1%	-3%	5%
AmpC no deterg	.	3%	-40%	-90%	-37%	7%	69%[activator]	-13%	.	.
LmPK inhibitor	.	-4%	-2%	-1%	-2%	-3%	-3%	-1%	.	.
AMA1-RON2 inh	19%	-21%	-29%	10%	-18%	0%	0%	0%	.	.
Sm TGR block	.	7%	3%	6%	0%	-4%	-1%&8%	-23%	12%	8%

31) COc1cccc(NS(=O)(=O)c2ccc3[nH]cc(C(=O)NCCc4ccccc4)c(=O)c3c2)c1
32) CC(C)C(CCN1C(=O)c2ccccc2C1=O)c1ccco1 (centres undefined)
33) O=C(N=C1SC2CS(=O)(=O)CC2N1c1ccc(F)cc1)C1CC1 (centres undefined)
34) O=C(CCNC(=O)c1ccccc1Cl)NN=Cc1ccccc1[N+](=O)[O-]
35) Cc1ccc(C)c(Cn2c(C)nc3c(sc(=S)n3-c3ccccc3)c2=O)c1
36) CC[C@@]1(C(=O)OC)N[C@H](CN(C)C(=O)c2ccc(F)cc2)[C@@H]2C(=O)N(C)C(=O)[C@@H]21
37) O=S(=O)(CCN1CCN(c2ccccc2O)CC1)c1cc(Cl)ccc1Cl
38) CCCC/C(C)=C/[C@@H](NP(=O)(c1ccccc1)c1ccccc1)c1ccccc1
39) CCn1c(SCC(=O)N/N=C(/C)c2ccncc2)nc2ccccc21
40) COc1ccccc1N=C(C)C1=C(O)COC1=O
Screen / compound no.	31	32	33	34	35	36	37	38	39	40
HCMV antiviral	0	-23	0	10	-14	18	-22	-23	1	0
Tb PYK inh	2%	.	0%	0%	-2%	-1%	-9%	1%	1%	-1%
AmpC detergent	1%	-14%	-15%	.	2%	.	?	-20%	5%	8%
AmpC no deterg	.	-17%	-18%	-13%	-30%	4%	4%	32%	2%	-11%
LmPK inhibitor	.	-1%	-4%	.	6%	.	.	2%	0%	-5%
AMA1-RON2 inh	.	5%	-3%	-4%	-11%	-10%	-9%	-3%	39%[activator]	-1%
Sm TGR block	9%	?	-3%	.	3%	.	?	-21%	-2%	7%

41) Cc1cccc(NC(=O)C(=O)NCC(c2cccnc2)N2CCc3ccccc3C2)c1C (centres undefined)
42) CCOc1ccccc1/C=N/n1nnnc1N
43) O=C(CNc1cccc([N+](=O)[O-])c1)N/N=C/c1ccc(F)cc1
44) COc1ccc2c(c1OC)C(=O)OC2CC(=O)c1ccc(O)cc1 (centres undefined)
45) CCOC(=O)C(C)(C)N(Cc1cccc(C)c1)S(=O)(=O)c1cccc([N+](=O)[O-])c1
46) CC1(C)Cc2c(cnn2-c2ccccc2)C(NC(=O)C2(C(N)=O)CC2)C1 (centres undefined)
47) CC1=CC(=O)[C@@H](O)[C@@H](c2ccccc2Br)N1C
48) CC(C)C[C@H](NC(=O)N1CC(=O)Nc2ccccc21)C(=O)N[C@@H](Cc1c[nH]c2ccccc12)C(=O)O
49) Cc1c(C(=O)O)c(C(=O)O)nc2ccc(N3CCOCC3)cc12
50) CC(=O)c1ccc(OCC(C)C)c(CN2CCCCC2)c1
Screen / compound no.	41	42	43	44	45	46	47	48	49	50
HCMV antiviral	-4	-4	-63*	-3	-34	?	-8	10	.	?
Tb PYK inh	3%	-1%	-2%	-15%	1%	-3%	1%	1%	.	-7%
AmpC detergent	5%	?	.	5%	-4%	4%	.	-16%	-11%	0%
AmpC no deterg	.	-15%	.	-16%	-11%	42%	.	-26%	-12%	-7%
LmPK inhibitor	.	-1%	-9%	0%	4%	1%	.	3%	0%	-4%
AMA1-RON2 inh	.	-3%	-3%	0%	-15%	-3%	6%	-8%	.	4%
Sm TGR block	5%	-19%	-3%	8%	-13%	12%	.	?	-17%	0%

51) CCOC(=O)c1c2ccccc2[n+]([O-])n1CCO
52) CC(=O)Nc1ccc(C(=O)Nc2ccc(S(=O)(=O)NCC3CCCO3)cc2)cc1 (centres undefined)
53) Cc1nc2ccc(N=NC3=C(O)CC(C)(C)CC3=O)cc2s1
54) COC(=O)c1cc(CNC(=O)C(C)NS(=O)(=O)c2ccc(C)c(C)c2)ccc1OC (centres undefined)
55) CCc1ccc(N=C2NC(=O)/C(=C/c3cc(OC)c(O)c(OC)c3)S2)cc1
Screen / compound no.	51	52	53	54	55
HCMV antiviral	-28	59	36	18	?
Tb PYK inh	-12%	-9%	-5%	-9%	-3%
AmpC detergent	-6%	-13%	-1%	1%	-17%
AmpC no deterg	-8%	-12%	-17%	22%	1%
LmPK inhibitor	.	1%	-4%	6%	-19%
AMA1-RON2 inh	33%[activator]	6%	-3%	5%	1%
Sm TGR block	-4%	67%[activator]	-12%	-4%	3%

# An unsorted share of the library. Share with any hit: about 7.4%.
